# WRN inhibitor – qHTS for Inhibitors of WRN Helicase. Bifunctional 3'-5' exonuclease/ATP-dependent helicase WRN (Homo sapiens), Q14191. WRN helicase unwinding, fluorescent forked duplex, kinetic. Potency, µM (series often up to 114 µM), for inactives: top-dose activity change, negative = inhibition, actives largely listed as inhibitors. 360,000 tested, 0.46% active. AID 651768, 2012; further: potency means the concentration at half of the fitted maximal effect; on the % scale 0 is the no-effect control and ±100 the full control effect; nearly all actives have a fitted effect of over 55% in size
#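 Primary qHTS, 1536-well format. 20 nM WRN + compound, 15 min RT; start with 100 nM forked fluorophore/quencher duplex, 2 mM ATP (final); kinetic read ex 525/em 598 nm.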
# PLK1 PBD block – qHTS for Inhibitors of PLK1-PDB (polo-like kinase 1 - polo-box domain): Primary Screen | Serine/threonine-protein kinase PLK1 (Homo sapiens), P53350 | Potency, µM, inactives show max response, negative = inhibition, hits mostly inhibitors | AID 720504, 2013 | 360,000 tested, 2.8% active | Plk1 PBD binding of FITC phosphopeptide, fluorescence polarization; further: potency means the concentration at half of the fitted maximal effect; series mostly up to about 57 µM; on the % scale 0 is the no-effect control and ±100 the full control effect; nearly all actives have a fitted effect of over 65% in size
# Target sequence (P53350 whole entry, looked up, the tested form may be a part): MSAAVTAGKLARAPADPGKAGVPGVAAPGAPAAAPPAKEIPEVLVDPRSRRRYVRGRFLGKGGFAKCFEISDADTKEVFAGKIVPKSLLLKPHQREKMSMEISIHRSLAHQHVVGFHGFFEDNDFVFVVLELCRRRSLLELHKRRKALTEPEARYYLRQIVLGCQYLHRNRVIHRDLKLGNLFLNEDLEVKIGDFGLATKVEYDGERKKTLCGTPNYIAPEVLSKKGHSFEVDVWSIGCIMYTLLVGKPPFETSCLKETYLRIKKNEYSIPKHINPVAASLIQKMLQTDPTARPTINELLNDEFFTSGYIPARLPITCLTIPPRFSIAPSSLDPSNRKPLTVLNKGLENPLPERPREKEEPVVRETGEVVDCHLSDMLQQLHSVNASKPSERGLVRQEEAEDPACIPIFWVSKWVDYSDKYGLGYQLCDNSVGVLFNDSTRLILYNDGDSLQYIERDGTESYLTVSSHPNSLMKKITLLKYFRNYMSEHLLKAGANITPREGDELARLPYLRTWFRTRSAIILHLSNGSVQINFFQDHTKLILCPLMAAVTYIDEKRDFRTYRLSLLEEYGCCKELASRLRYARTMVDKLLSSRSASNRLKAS
# EPAC1 antag – qHTS for Antagonist of cAMP-regulated guanine nucleotide exchange factor 3 (EPAC1): primary screen. Rap guanine nucleotide exchange factor 3 (Homo sapiens), O95398. EPAC1 GEF assay, Rap1b-BODIPY-GDP exchange fluorescence. Potency, µM (highest dose often 115 µM), inactives show at the highest dose activity change, negative = inhibition, hits mostly inhibitors. 360,000 tested, 0.14% active;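 further: potency means the concentration at half of the fitted maximal effect; plate controls were vehicle for no effect and positive control for full effect; nearly all actives have a fitted effect of over 50% in size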
# PI5P4Ka inh – qHTS for Inhibitors of phosphatidylinositol 5-phosphate 4-kinase (PI5P4K); Phosphatidylinositol 5-phosphate 4-kinase type-2 alpha (Homo sapiens), P48426; PI5P4Kalpha enzyme, ADP-Glo luminescence, 60 min; active compounds read low; max response, %; 330,000 tested, 1.2% active; AID 652105, 2013; active means max response of -50% or lower; inconclusive means between -30% and -50%; inactive means -30% or higher; further: value at the top dose of about 77 µM; on the % scale 0 is the no-effect control and ±100 the full control effect
# Target sequence (P48426 whole entry, looked up): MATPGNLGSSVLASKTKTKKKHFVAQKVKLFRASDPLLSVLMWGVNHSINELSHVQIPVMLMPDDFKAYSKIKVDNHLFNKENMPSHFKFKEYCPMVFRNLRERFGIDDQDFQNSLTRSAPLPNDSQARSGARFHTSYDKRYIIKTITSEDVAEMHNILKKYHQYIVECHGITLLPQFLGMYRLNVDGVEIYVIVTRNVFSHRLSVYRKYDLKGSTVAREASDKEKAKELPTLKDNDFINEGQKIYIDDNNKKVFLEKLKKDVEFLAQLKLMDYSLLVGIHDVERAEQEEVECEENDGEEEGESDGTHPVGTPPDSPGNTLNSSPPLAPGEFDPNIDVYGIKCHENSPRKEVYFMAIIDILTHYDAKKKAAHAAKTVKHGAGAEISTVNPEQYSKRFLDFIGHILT
#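 Luminescence from ADP-Glo served as readout of PI5P4Kalpha activity in a qHTS format. Reaction: enzyme, substrate, compound, ATP at 5 microM final, 60 min at RT.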
# Mm-Cpn inhibitor – Inhibitors of TCP-1 ring complex (TRiC) of Methanococcus maripaludis (MmCpn): qHTS. Chaperonin Mm-Cpn (Methanococcus maripaludis). purified Mm-Cpn ATPase, ADP Transcreener TR-FRET. Potency, µM (top dose mostly 76.9 µM), inactives show at the highest dose activity, negative = inhibition, actives largely listed as inhibitors. 330,000 tested, 0.031% active. AID 504842, 2011; further: potency means the concentration at half of the fitted maximal effect; on the % scale 0 is the no-effect control and ±100 the full control effect; nearly all actives have a fitted effect of over 80% in size
#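 ATPase read-out: TR-FRET ADP immunoassay (anti-ADP Eu cryptate vs ADP-d2), ex 320 nm, em 590/665 nm; signal drops as ADP forms. Enzyme 25 nM, ATP 10 uM, 30 min at 37°C after 10 min compound preincubation.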
# CCT chaperon mod – High-Throughput Screening for Modulators of Cytosolic Chaperonin Activity; AID 651819, 2012; 360,000 tested, 0.3% active; activity change, % (test concentration not listed), hits read low; purified chaperonin ATPase assay, HTRF ADP detection, 30 min; in the data active means activity change below about -30%; further: on the % scale 0 is the no-effect control and ±100 the full control effect
#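 Enzyme 40 or 20 nM (batch-dependent) in Tris pH 7.4/KCl/MgCl2/DTT; cpd 76 uM single point; ATP 10 uM; 30 min 37 °C; Transcreener ADP HTRF detection, 30 min RT; ratio 665/615.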
# EPAC2 antagonist – qHTS for Antagonist of cAMP-regulated guanine nucleotide exchange factor 2 (EPAC2): primary screen; Rap guanine nucleotide exchange factor 4 (Homo sapiens), Q8WZA2; EPAC2 GEF exchange of Rap1B-BODIPY-GDP, fluorescence; Potency, µM (titrated, usually from 114 µM), for inactives: at the highest dose activity, negative = inhibition, most hits filed as inhibitors; 360,000 tested, 0.18% active; further: potency means the concentration at half of the fitted maximal effect; on the % scale 0 is the no-effect control and ±100 the full control effect; nearly all actives have a fitted effect of over 45% in size; many of its hits are not listed in these tables
# EPAC1 ag – qHTS for Agonist of cAMP-regulated guanine nucleotide exchange factor 3 (EPAC1): primary screen; Potency, µM (series often up to 154 µM), without a hit: at the highest dose activation, actives largely listed as activators; EPAC1 agonist qHTS, biochemical assay; response scale: 100% = response to 6.5 mM cAMP; Rap guanine nucleotide exchange factor 3 (Homo sapiens), O95398; 360,000 tested, 0.073% active; AID 720707, 2013; further: potency means the concentration at half of the fitted maximal effect; nearly all actives have a fitted effect of over 60% in size
#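 EPAC1 100 nM, Rap1B–BODIPY-GDP 250 nM, unlabeled GDP 50 uM; compound titration; 5 min RT; kinetic read ex480/em540 at 5-min intervals ×30 min; data normalized to 6.5 mM cAMP agonist control.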
# An asterisk follows results filed as active; ? = inconclusive; . = no result given; & = joins results of further samples; [ ] = remark or other dose. Unless noted, the call rests on the fitted dose curve; in most records, active means well fitted curve in the direction sought with a large enough effect; inconclusive means small, poorly fitted or top-dose-only effect, or another doubt; inactive means no such curve, though single readings can be large; an effect the other way counts as inactive or inconclusive. Only part of the results is shown; rates above refer to the full screens.
SMILES,WRN inhibitor,PLK1 PBD block,EPAC1 antag,PI5P4Ka inh,Mm-Cpn inhibitor,CCT chaperon mod,EPAC2 antagonist,EPAC1 ag
COCCn1c(SCC(=O)NC(C)c2ccccc2)nc2ccccc21 (configuration not stated),11%,1%,-6%,1,1%,0.2,-9%,-4%
Cc1ccc(-c2onc3ccc(Cl)cc23)cc1,2%,-10%,11%,0,-3%,-1.3,-8%,3%
CC(C)CC(=O)c1c[nH]c(C(=O)NCc2cccnc2)c1,-11%,0%,-2%,0,-2%,-0.3,8%,-16%
CC(=O)Nc1sc(C)c(C)c1C(=O)OCC(=O)Nc1ccccc1C(F)(F)F,-4%,0%,4%,-19,.,1.4,-2%,10%
CNC(=O)C1=C(C)Nc2nc3ccccc3n2C1c1cccc(OC)c1 (configuration not stated),1%,-3%,-3%,2,1%,0.2,3%,6%
CC(/C=C/c1ccccc1)=N/NC(=O)CNC(=O)c1ccccc1F,0%,-4%,-1%,-5,-3%,-3.6,1%,-2%
O=[N+]([O-])c1cccc(COc2ccccc2CO)c1,-7%,-5%,-3%,-5,.,-0.4,-8%,-10%
CC(C)(C)Nc1nc(C(N)=O)nc(N2CCOCC2)n1,9%,-7%,4%,0,-1%,-0.1,4%[57.1 µM],-1%
CCSC(=O)N(CC)CC(=O)Nc1c(CC)cccc1CC,1%,-11%,-6%,4,0%,-2.5,-11%,3%
CCC(C)c1ccc(NC(=S)N2CCN(C(=O)C3CCCO3)CC2)cc1 (configuration not stated),-22%,-3%,-16%,-2,1%,-74*,1%,0%
CC(Nc1cccc2ccccc12)C(=O)N/N=C/c1ccc([N+](=O)[O-])cc1 (configuration not stated),-8%,-3%,?,2,-1%,-0.9,-4%,-2%
NC(c1ccc(F)c(F)c1)c1nc(-c2ccc3ccccc3c2)cs1 (configuration not stated),2%,-3%,-2%,39,.,-1.8,1%,-3%
CCn1c(O)c(/C=C/C=C/C=Nc2ccccc2)sc1=S,-27%,?,-14%,-63*,-4%,0.3,3%,5%
Cc1cc(/C(N)=N/OC(=O)c2ccccc2Cl)no1,-1%,5%,12%,0,0%,1.4,-12%,6%
COc1ccc(-c2nnc(SC(C)C(=O)Nc3nccs3)n2-c2ccccc2)cc1OC (configuration not stated),0%,0%&14%,-18%,12,2%,-0.3,5%,-1%
O=C(CSc1nnc(Cc2cc(=O)[nH]c(=O)[nH]2)n1-c1ccc(F)cc1)N1CCCCC1,1%,-8%,-8%,8,0%,-0.2,-6%,5%
Cc1cccc(NC(=O)CNC(=O)c2ccccc2Cl)n1,8%,-11%,4%,1,1%,0.8,-4%,13%
Cc1cc(=O)n(CC(C)O)c(O)c1C#N (configuration not stated),1%,-4%,12%,0,1%,0.5,2%,-1%
Cc1ccccc1-c1nnc(SCC(=O)Nc2cccnc2Cl)o1,8%,10%,?,0,0%,-1.7,?,1%
Cn1nnnc1SC1CC(=O)N(c2ccccc2)C1=O (configuration not stated),-9%,?,5%,?,2%,-1.6,0%,4%
COc1cccc(CNC(=O)CCN2C(=O)[C@@H]3Cc4ccccc4CN3C2=O)c1,10%,27µM*,-1%,-10,-1%,-1.9,21%,-4%
N#Cc1ccccc1CSC1=NCCS1,0%,-1%,-4%,4,0%,-1.0,-4%,-2%
COc1ccc(F)cc1S(=O)(=O)Nc1cccc(C(=O)O)c1,-18%,-7%,5%,-5,0%,-2.2,1%,6%
COCCN1CCN(Cc2cn(C)nc2-c2cccc(Cl)c2)CC1,8%,-8%,5%,3,1%,-1.2,7%,12%
O=C(NC1CCCCC1)c1ccc(Cn2cc(Br)cn2)o1,1%,-10%,15%,-14,1%,-3.0,3%,5%

# In the list so far, 3 contain two or more sulfur atoms.
SMILES,WRN inhibitor,PLK1 PBD block,EPAC1 antag,PI5P4Ka inh,Mm-Cpn inhibitor,CCT chaperon mod,EPAC2 antagonist,EPAC1 ag
CCn1c(O)c(/C=C/C=C/C=Nc2ccccc2)sc1=S,-27%,?,-14%,-63*,-4%,0.3,3%,5%
COc1ccc(-c2nnc(SC(C)C(=O)Nc3nccs3)n2-c2ccccc2)cc1OC (configuration not stated),0%,0%&14%,-18%,12,2%,-0.3,5%,-1%
N#Cc1ccccc1CSC1=NCCS1,0%,-1%,-4%,4,0%,-1.0,-4%,-2%

# New compounds follow:
SMILES,WRN inhibitor,PLK1 PBD block,EPAC1 antag,PI5P4Ka inh,Mm-Cpn inhibitor,CCT chaperon mod,EPAC2 antagonist,EPAC1 ag
Cn1c(=O)c(C(=O)NCCO)c(O)c2ccccc21,12%,-1%,5%,-3,1%,-1.6,5%,8%
CC(C)(CN1CCCC1)NS(=O)(=O)c1ccc(Cl)cc1,-2%,-7%,9%,-5,1%,0.2,-17%,6%
CC(C)N1CCC1(C)C(=O)Nc1ccccc1OC(F)F (configuration not stated),2%,0%,0%,8,.,0.7,7%,-11%
CC(C)c1ccc(NC(=O)c2cc(-c3cc(F)ccc3OCC3CCCO3)n[nH]2)cc1 (configuration not stated),0%,2%,-3%,-1,.,-1.6,13%,-5%
O=C(COC(=O)c1ccccc1F)Nc1cccnc1Cl,2%,-6%,-1%,5,-1%,1.0,0%,4%
COc1ccc(/C=C(/C#N)C(=O)Nc2cc(C)ccc2C)cc1C(=O)O,2%,-6%,6%,2,0%,-1.8,15%,-6%
COCCn1c(C)cc(C2=NNC(=Nc3ccccc3)SC2)c1C,-17%,-15%,-1%,?,1%,1.7,9%,-4%
COc1ccc(C2=NOC(Cn3nc(C(=O)NCc4cccs4)cc3-c3ccccc3)C2)cc1 (configuration not stated),-6%,-4%,-27%,12,0%,2.6,-4%,3%
O=C(CN1C(=O)NC2(CCCCCC2)C1=O)Nc1ccc2c(c1)CCC2,2%,-5%,6%,-3,-2%,-2.1,7%,2%
c1ccc(N2CCOCC2)c(Nc2nc3ccccc3n3cnnc23)c1,-4%,-9%,-14%,-7,2%,-4.4,-2%,2%
Cc1ccc(NC(=O)N(CCCN2CCOCC2)Cc2cccs2)cc1C,-8%,-13%,-22%,4,1%,-2.4,-16%,-15%
O=S(=O)(c1ccc(Nc2ccc(-c3ccc4c(c3)OCCO4)nn2)cc1)N1CCCC1,-11%,-9%,1%,.,-24%,-3.8,-4%,19%
COc1ccc(-c2nnc(SCC(=O)NCC3CCCO3)n2C)cc1 (configuration not stated),4%,-1%,4%,-3,0%,-7.9,8%,0%
CCc1ccc(NC(=O)N(CCN2CCOCC2)C2CCN(C(C)=O)CC2)cc1,-5%,-7%,7%,-5,-3%,-2.7,-2%,2%
Cn1c(=O)n(C)c2cc(S(=O)(=O)NCCc3ccccc3)ccc21,-8%,-4%,14%,1,2%,-2.3,-1%,-4%
CNc1nc(OCC(F)(F)F)nc(N2CCOCC2)n1,19%,6.7µM*,-13%,?,.,0.2,9%,2%
O=C(NN=C1CCN(Cc2ccccc2)CC1)c1cccc(S(=O)(=O)Nc2ccccc2Cl)c1,-15%,-15%,21%,0,0%,-16,-2%,8%
CCN(CC)C(=O)C(=O)c1cccn1-c1ccc(C#N)cc1,8%,-1%,-15%,1,-8%,2.4,6%,-14%
COc1cccc(C(CC(=O)Nc2cccc3ccccc23)NC(=O)c2ccccc2)c1 (configuration not stated),8%,-6%,10%,.,-4%,1.9,12%,-8%
O=C(CNC(=O)C(c1ccccc1)c1ccccc1)N/N=C\c1ccc(C(=O)O)cc1,-3%,-13%,-8%,-6,0%,-0.8,7%,6%
CCOc1ccc(NS(=O)(=O)c2ccc(-c3coc(C)n3)cc2)cc1,9%,-11%,-12%,-2,-1%,-0.4,-15%,-3%
CC(=O)NC(CCCCNC(=S)NC1CCCCC1)C(=O)O (configuration not stated),-2%,-7%,-4%,0,0%,3.1,16%,1%
N#Cc1cnn2c(-c3ccc(Cl)cc3Cl)ccnc12,3%,-7%,-14%,0,-4%,-0.6,6%,7%
CC(C)C(C(=O)NCc1ccccc1)N(CC1CCCO1)C(=O)CNS(=O)(=O)c1ccccc1 (configuration not stated),1%[57.1 µM],-9%,-6%,2,-4%,-2.8,-5%,2%
CCc1ccccc1Nc1nc(N)nc(COC(=O)CCS(=O)(=O)c2ccccc2)n1,6%,-3%,4%,-8,1%,-2.5,0%,5%

# Later entries.
SMILES,WRN inhibitor,PLK1 PBD block,EPAC1 antag,PI5P4Ka inh,Mm-Cpn inhibitor,CCT chaperon mod,EPAC2 antagonist,EPAC1 ag
Cc1cccc(OCC(=O)NC(=S)N2CCCc3ccccc32)c1,-1%,-15%,-5%,.,0%,0.9,1%,7%
COc1ccc(S(=O)(=O)N[C@@H](Cc2ccccc2)C(=O)N2CC[C@@]3(O)CCCC[C@H]3C2)cc1,2%,-22%,?,5,0%,-1.1,-7%,-2%
COc1ccc(C2(C)NC(=O)N(CC(=O)NC3(C#N)CCCCC3)C2=O)cc1 (configuration not stated),10%,5%,-14%,0,0%,-1.4,6%,-9%
O=C(CCS(=O)(=O)c1ccc(Br)cc1)NCc1ccco1,-16%,-5%,-4%,0,0%,-1.6,8%,-11%
COc1ccccc1-c1c(C(F)(F)F)oc2cc(OCC(=O)Nc3ccccc3C(F)(F)F)ccc2c1=O,0%,-4%,3%,3,1%,-0.2,-1%,6%
O=S(=O)(c1ccccc1)N1CCN(Cc2ccccc2)c2ccccc21,-2%,-3%,-7%,27,.,-0.4,-3%,11%
CCc1cc(C(=O)N2CCCC(N3CCN(c4cccc(C(F)(F)F)c4)CC3)C2)n(C)n1 (configuration not stated),-4%[57.1 µM],4%,-27%,16,-2%,-5.6,-3%,-6%
COc1cccc(CNC(=O)C(C)n2ccc3cc(S(=O)(=O)N4CCCCCC4)ccc32)c1 (configuration not stated),-7%,5%,-15%,-4,-4%,0.8,-6%,12%

# Bioassay records as filed in PubChem.
